High-throughput results: PubChem, Sanford-Burnham Center for Chemical Genomics
ATG4B inh – inhibitors of human ATG4B cysteine protease. 340,000 compounds, 0.51% hits. ATG4B cleavage of LC3-PLA2, NBD-HPC fluorescence, 1 h. inhibition, % at 8.33 µM. Q9Y4P1. AID 504462; in the data active = inhibition above about 40%
Target sequence (Q9Y4P1 whole entry, looked up): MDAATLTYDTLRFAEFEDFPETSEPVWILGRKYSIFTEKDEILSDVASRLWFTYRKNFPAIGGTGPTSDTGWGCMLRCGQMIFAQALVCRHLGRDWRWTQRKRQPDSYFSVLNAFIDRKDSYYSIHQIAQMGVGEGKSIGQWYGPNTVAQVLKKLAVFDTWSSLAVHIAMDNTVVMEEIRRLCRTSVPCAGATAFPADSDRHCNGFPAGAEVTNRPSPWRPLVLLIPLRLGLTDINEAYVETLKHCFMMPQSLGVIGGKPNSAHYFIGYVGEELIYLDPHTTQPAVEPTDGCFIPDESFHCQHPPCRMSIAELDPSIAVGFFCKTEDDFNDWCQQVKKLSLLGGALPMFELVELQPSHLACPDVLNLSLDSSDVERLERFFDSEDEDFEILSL
beta cell repl – MIN6 beta-cell proliferation induction; MIN6 cells proliferation, ATPlite luminescence, 48 h; cells starved in 0.2% serum; 100% = growth in 10% serum; proliferation, % at 10 µM; 330,000 compounds, 0.29% hits; AID 2380;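 active = compounds whose signal lies at least 3.5 SD above the mean of all wells on their plate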;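 note: 0% = DMSO-treated cells in low-serum medium and 100% = 10% serum control; some compounds called inactive have numbers as strong as hits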
APOBEC3A inh – inhibitors of human APOBEC3A DNA deaminase | AID 493011 | 330,000 compounds, 0.41% hits | inhibition, % at 20 µM | recombinant A3A, FAM/TAMRA ssDNA deamination fluorescence | P31941;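 active = at least 40% inhibition at 20 µM here, with at most 30% in a related deaminase screen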;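 note: plate controls were A3A with DMSO for no effect and wells lacking A3A enzyme for full effect; some results filed as inactive read as strong as hits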
Target sequence (P31941 whole entry, looked up): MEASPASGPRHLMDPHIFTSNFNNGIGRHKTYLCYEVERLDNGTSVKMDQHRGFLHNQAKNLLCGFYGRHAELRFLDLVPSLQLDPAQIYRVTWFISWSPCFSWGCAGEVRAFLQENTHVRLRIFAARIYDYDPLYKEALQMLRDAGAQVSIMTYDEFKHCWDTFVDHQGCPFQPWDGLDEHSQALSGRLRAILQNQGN
mIAP act – mouse IAP activation. 330,000 compounds, 0.24% hits. AID 2805. muIAP, CDP-Star luminescence, 30 min; active compounds read high; 1 = vehicle-only enzyme signal, 0 = enzyme-free wells. activation factor at 10 µM;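 active = activation factor of at least 2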; note: the source names both 10 and 20 µM as test concentration; values of inactives mirror those of a sister screen read the other way
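System: mouse IAP enzyme. Reagent: CDP-Star chemiluminescent phosphatase substrate. Benchmarks: DMSO wells, no-enzyme wells. Times: 30 min enzyme-substrate-compound incubation at room temperature. Detection: luminescence from enzymatic CDP-Star hydrolysis. Doses: test compounds delivered from DMSO solution.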
MPTP block – inhibitors of mitochondrial permeability transition pore; AID 602449; 360,000 compounds, 1.4% hits; inhibition, % at 10 µM; isolated mouse mitochondria, Ca2+ swelling absorbance, 30 min;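 active = inhibition of 50% or more, scaled per plate between neutral and stimulator controls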;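 note: 0% = DMSO wells given calcium and 100% = 1 mM EGTA wells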
hIAP block – blocks human intestinal alkaline phosphatase; purified IAP, CDP-Star luminescence, 30 min; inhibition, % at 10 µM; 330,000 compounds, 0.12% hits; AID 2544;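 active = inhibition reaching a set limit with compound at 10 µM in the primary screen, cut at about 35% in these data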;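 note: plate controls were DMSO wells with enzyme for no effect and no-enzyme buffer wells for full effect; values of inactives mirror those of a sister screen read the other way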
mIAP inh – mouse IAP inhibition. AID 2806. 330,000 compounds, 0.2% hits. inhibition, % at 10 µM. purified mouse IAP, CDP-Star luminescence, 30 min;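 active = inhibition of at least 40% at 10 µM in the primary screen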;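 note: plate controls were DMSO with enzyme for no effect and no enzyme wells for full effect; values of inactives mirror those of a sister screen read the other way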
hIAP act – human IAP activation; P09923; 330,000 compounds, 0.16% hits; AID 2524; purified human IAP, CDP-Star luminescence, 30 min; active compounds read high; 1 = vehicle-only enzyme, 0 = enzyme-free background; activation factor at 10 µM;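 active = activation factor of the enzyme at least 2-fold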; note: the source names both 10 and 20 µM as test concentration; values of inactives mirror those of a sister screen read the other way
A3G deaminase – blocks human APOBEC3G single-stranded DNA deamination | Q9HC16 | recombinant A3G, ssDNA deamination FAM/TAMRA fluorescence | inhibition, % at 20 µM | 330,000 compounds, 0.28% hits | AID 493012;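 active = inhibition of at least 40% at 20 µM, with no more than 30% in the related APOBEC3A deaminase screen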;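 note: plate controls were DMSO wells with A3G for no effect and wells lacking A3G enzyme for full effect; some compounds called inactive have numbers as strong as hits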
Target sequence (Q9HC16 whole entry, looked up): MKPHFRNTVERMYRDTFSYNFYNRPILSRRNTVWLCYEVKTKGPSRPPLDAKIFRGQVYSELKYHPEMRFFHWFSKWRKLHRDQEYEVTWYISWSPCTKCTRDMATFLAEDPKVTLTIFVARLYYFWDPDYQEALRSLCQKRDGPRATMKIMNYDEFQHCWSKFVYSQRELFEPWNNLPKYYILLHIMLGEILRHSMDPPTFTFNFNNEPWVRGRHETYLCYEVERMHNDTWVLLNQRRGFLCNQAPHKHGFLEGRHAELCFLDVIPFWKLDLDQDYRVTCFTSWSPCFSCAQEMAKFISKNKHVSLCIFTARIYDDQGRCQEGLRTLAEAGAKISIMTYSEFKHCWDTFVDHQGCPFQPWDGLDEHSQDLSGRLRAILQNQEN
Numbers without * were called inactive; x = not tested or not shown.

SMILES	ATG4B inh	beta cell repl	APOBEC3A inh	mIAP act	MPTP block	hIAP block	mIAP inh	hIAP act	A3G deaminase
COC(=O)c1cc(C)ccc1OCc1ccc([N+](=O)[O-])cc1	1.5	-0.5	1.7	0.935	4.3	-1.8	6.5	1.02	2.3
COc1cccc(N2C(=O)C3CCCN3C2c2ccc(N(C)C)cc2)c1 (configuration not stated)	0.3	-0.2	-1.6	0.84	-4.0	12.5	16.0	0.875	-6.8
CCOC(=S)N/C(=N\S(=O)(=O)c1ccccc1)c1ccccc1	-1.2	0.4	-2.4	0.891	-2.2	8.1	10.9	0.919	-2.8
Cc1ccc(SCc2nc(N)nc(Nc3ccccc3C)n2)cc1C	1.0	-3.3	0.2	0.909	-3.3	0.6	9.1	0.994	-6.1
CC1CCN(C(=O)c2[nH]cnc2C(=O)N[C@@H](CCCCNC(=O)OC(C)(C)C)C(=O)OC(C)(C)C)CC1	3.8	-3.2	-5.8	1.07	2.1	-64.8	-7.1	1.65	-8.1
N#Cc1ccc(C(=O)NCC(c2ccco2)N2CCCC2)cc1 (configuration not stated)	-5.2	-2.8	-4.2	1	4.4	18.8	-0.2	0.812	-4.8
Cc1ccccc1SCC(=O)OCC(=O)Nc1sccc1C(N)=O	25.5	-2.8	0.4	0.931	0.0	-3.3	6.9	1.03	0.8
Cc1csc(NC(=O)CSc2nc(C)nc3c2c(=O)n(C)c(=O)n3C)n1	-6.3	1.4	-2.7	0.966	0.6	11.0	3.4	0.89	-1.9
CCC(CC)c1nnc(NC(=O)c2nn(C)c(=O)c3ccccc23)s1	x	0.5	3.1	0.912	5.0	-2.1	8.8	1.02	-1.9
CC(C)CC(COCc1ccc([N+](=O)[O-])cc1)N1CCN(C(=O)c2ccc(C(F)(F)F)cc2)CCC1=O (configuration not stated)	-20.5	-8.1	2.0	0.984	-0.8	-2.9	1.6	1.03	-9.4
N#CC1=C(N)Oc2n[nH]c(-c3ccccc3)c2C1c1cccnc1 (configuration not stated)	-6.3	0.4	-3.1	0.975	-0.5	-1.9	2.5	1.02	-4.4
CC1(C)C(CC2OCC(CN3CCCCC3)O2)[C@H]2CC[C@@H]1C2 (some centres not stated)	-1.1	1.0	-1.0	0.889	0.2	15.0	11.1	0.85	1.0
Cc1ccc(C(=O)NC(C(=O)OCc2cn3cc(Cl)ccc3n2)C(C)C)cc1 (configuration not stated)	-5.2	-5.6	4.4	1.06	-1.4	-6.0	-6.0	1.06	-1.2
Cc1ccc(NC(=O)O/N=C/c2ccc(F)cc2)cc1	2.5	1.9	-2.8	1.1	0.4	-20.8	-10.2	1.21	-6.4
CC(C)(C)c1cc(NCc2ccccn2)n2ncc(-c3ccccc3)c2n1	-8.4	-4.3	4.0	1.08	-4.3	-2.3	-7.9	1.02	-3.2
COCCCNCCOCCOc1ccc(Cl)cc1Br	9.8	0.0	0.3	1.05	1.6	15.6	-5.4	0.844	-10.0
Cc1ccc(C(=O)CCC(=O)NC2CCCC(C)C2C)cc1 (configuration not stated)	-0.2	-2.9	-3.4	0.943	2.7	-8.4	5.7	1.08	-4.8
COC(=O)c1[nH]c2c(c1C)C(=O)CC(c1ccc(OC)c(OC)c1)C2 (configuration not stated)	-7.5	-2.4	3.6	1.04	-0.3	11.0	-3.7	0.89	-2.3
O=C(CSc1nnc2ccccn12)Nc1ccccc1Cl	-1.2	-2.5	0.4	0.98	-1.6	-15.3	2.0	1.15	1.9
CC(=O)Nc1ccc(S(=O)(=O)NCCSCc2ccc(Cl)cc2Cl)cc1	-15.9	0.0	2.3	0.975	30.7	-16.4	2.5	1.16	0.5
COc1ccc(CCNC(=O)Nc2cc(F)c(F)cc2Cl)cc1OC	-6.7	-2.2	-4.0	1.37	0.1	6.9	-37.2	0.931	-4.8
CC(Nc1ccc(Br)cc1)C(=O)N/N=C/c1ccccc1OCc1ccccc1 (configuration not stated)	2.0	-5.2	-2.3	1.26	14.5	-30.0	-26.0	1.3	-4.3
CCn1ncc(Br)c1C(=O)NC(C)c1ccccc1 (configuration not stated)	-10.1	-2.5	-3.9	0.968	0.1	-1.8	3.2	1.02	-1.4
COc1ccc(CCN(Cc2ccccn2)C(=S)Nc2cccc(C)c2)cc1OC	-0.2	8.7*	-0.5	1.03	-0.8	7.8	-3.3	0.922	-15.5
COc1ccc(CN2C(=O)CC(Cc3cc(C)cc(C)c3)C2=O)cc1OC (configuration not stated)	-8.9	-0.6	2.4	1.04	1.7	10.3	-3.6	0.897	-1.2
Cc1ccc2nc(SCC(=O)c3ccc(Cl)s3)[nH]c2c1	5.4	-1.3	0.7	0.87	17.2	11.1	13.0	0.889	-6.3
c1ccc(NC2=NCCN2CCCC2CCCCC2)cc1	-7.6	-4.7	-0.5	1.05	11.2	25.9	-5.0	0.741	-3.1
O=C(Cc1ccc(Cl)cc1)NNC(=S)NC(=O)c1cccnc1	2.5	-1.3	2.1	0.835	2.9	-21.5	16.5	1.22	36.9
CSc1ccccc1NC(=O)CN(C)CC(=O)Nc1ccc(Cl)cc1[N+](=O)[O-]	-6.0	2.1	3.7	0.89	-1.5	-54.5	11.0	1.54	1.2
CC1=C/C(=C\c2ccc3c(c2)OCO3)C(=O)S1	-0.5	-6.0	-5.7	0.725	0.3	1.1	27.5	0.989	-4.7
CCN(CC)c1ccc(NC(=O)c2cccc(C)c2)cc1S(=O)(=O)Nc1ccccc1OC	5.3	-1.2	3.5	1.14	4.9	2.2	-14.1	0.978	49.4*
COc1ccc2[nH]c(=O)c(-c3nnn(-c4ccc(F)cc4)n3)cc2c1	-4.3	0.5	7.3	0.948	-0.5	-8.1	5.2	1.08	3.1
O=C1CSC(c2ccccc2F)N1c1cc(Cl)ccc1O (configuration not stated)	1.6	-1.4	1.6	1.13	4.4	-9.9	-13.1	1.1	-2.4
CN1C2C=C3C(C#N)=C(N)C(C#N)(C#N)[C@H](c4c(F)cccc4F)[C@H]3C1CC2 (some centres not stated)	-1.6	-2.4	-6.2	1.02	-0.4	-3.7	-2.2	1.04	-7.0
CCOC(=O)N1CCN(C(=O)c2cc3c(s2)-c2ccc(Cl)cc2S(=O)(=O)C3)CC1	-3.4	-1.0	5.7	0.975	1.1	10.3	2.5	0.897	-2.6
CNC(=O)COc1coc(CN2CCN(c3ccccc3)CC2)cc1=O	-0.8	1.8	-1.2	1.04	1.2	-2.5	-3.9	1.02	-4.0
CC1CCCC(C)N1C(=O)CSc1nnc(C2CCCCC2)o1 (configuration not stated)	-3.1	-1.0	-1.5	0.959	-2.6	8.7	4.1	0.913	-2.7
COc1cccc(-n2c(SCC(N)=O)nnc2-c2ccco2)c1	0.2	-4.6	-8.2	0.968	-0.9	15.6	3.2	0.844	-6.0
O=C1C=CC(=O)C(C2=C3C(=O)N(CCc4ccccc4)CC(=O)N3CCC2)=C1	-0.1	-5.8	3.3	0.986	x	-6.3	1.4	1.06	89.7*
Cc1cc(C)c(C)c(S(=O)(=O)Nc2ccccc2C(=O)NN2CCOCC2)c1C	-0.3	0.1	-2.1	1.02	-1.1	-10.5	-1.7	1.1	-9.3
O=C1C2(c3ccccc3)CN(CCO)CC1(c1ccccc1)CN(CCO)C2	0.7	-0.1	6.7	1.13	-0.7	-5.0	-12.9	1.05	1.9
C=CCn1c(SCC(=O)Nc2sc(C)c(C)c2C(=O)OCC)nnc1-c1sc(N)nc1C	11.4	-3.3	2.6	1.12	-0.6	-12.5	-12.1	1.12	2.1
CCOC(=O)N1CCN(C(=O)c2ccc3c(c2)N(CC)CCS3)CC1	1.2	-3.0	-1.0	0.981	-2.7	3.4	1.9	0.966	2.0
COc1ccccc1Nc1ccc(N)cc1	11.1	-1.8	0.2	0.94	1.3	19.2	6.0	0.808	-4.0
CC(=O)Nc1ccc(NC(=O)C(C)OC(=O)/C(C#N)=C/c2ccc(N(C)C)cc2)cc1 (configuration not stated)	0.1	1.6	1.6	0.953	0.2	18.0	4.7	0.82	-5.6
CCNc1c(NC(=O)c2ccc3c(c2)OCO3)c(=O)oc2ccccc12	3.8	-1.7	-3.4	1.03	1.7	13.2	-2.6	0.868	-5.7
Cc1cccc(N(C)S(=O)(=O)c2ccc(-c3cnc(C4CC4)o3)cc2)c1	-4.7	-6.9	0.5	0.919	0.1	-2.3	8.1	1.02	-4.7
CCN(CC(=O)Nc1ccc(NC(C)=O)cc1)C(=O)c1sc2nc3n(c(=O)c2c1C)CCC3	-4.9	0.0	-4.3	0.93	-1.5	16.0	7.0	0.84	-7.5
CCOc1ccc(OCC)c(NC(=O)C2CCN(S(=O)(=O)c3ccc4c(c3)CC(C)N4C(C)=O)CC2)c1 (configuration not stated)	-4.0	-1.0	-3.9	1.1	0.0	-3.5	-10.1	1.03	-4.9
NC1=NC(=O)/C(=C\c2ccsc2)S1	-5.0	-3.5	-2.8	0.891	1.9	15.2	10.9	0.848	-4.0
O=C(NC(=S)NC1CCCCC1)c1ccc(F)cc1	-0.3	-7.4	-7.9	0.961	2.1	4.2	3.9	0.958	-11.3
CC(C)N1CCC(N2CCN(Cc3ccc(-c4ccccc4Cl)o3)CC2CCO)CC1 (configuration not stated)	6.7	-4.5	-3.3	1	-1.1	-15.4	-0.3	1.15	-3.5
O=C(CNC(=O)[C@@H]1Cc2ccccc2CN1)NC1CCCCC1	-3.1	-0.4	-3.2	0.99	-2.4	-10.8	1.0	1.11	-5.4
CCOCCCn1c(SCC(=O)NC(C)C)nc2ccccc2c1=O	-1.6	0.9	-1.1	0.977	-1.0	15.3	2.3	0.847	-7.0
COc1ccc(N2CCN(C(=O)CCCC(=O)c3ccccc3)CC2)cc1	-8.6	-0.7	-4.6	0.888	0.6	2.2	11.2	0.978	-5.1
O=c1[nH]cnc2c1ncn2[C@@H]1O[C@H](COS(=O)(=O)O)[C@@H](O)[C@H]1O	2.9	-5.1	0.0	0.965	2.0	4.3	3.5	0.957	6.9
CCN(C[C@H]1N[C@@](Cc2ccccc2)(C(=O)OC)[C@H]2C(=O)N(Cc3ccccc3)C(=O)[C@@H]12)C(=O)COC	-5.9	-2.5	-2.5	1	-0.9	4.3	-0.2	0.957	-3.3
COc1ccc(S(=O)(=O)N2CCCCCC2)cc1C(=O)N(C)Cc1ccc(C)cc1	-1.8	3.3	-3.6	0.95	-0.5	-7.5	5.0	1.07	-10.2
COC(=O)c1ccccc1NC(=O)CN(C1CCCCC1)S(C)(=O)=O	-13.8	0.1	-2.4	1.02	-0.8	-0.4	-1.8	1	-2.2
CC[C@]12c3[nH]c4ccccc4c3CCN1C(=O)C(CC(=O)NCC13CC4CC(CC(C4)C1)C3)C[C@@H]2C(=O)N1CCN(C(=O)C2CC2)CC1 (some centres not stated)	-8.7	-4.5	-0.8	1.1	0.0	-1.3	-10.5	1.01	-1.9
